MT stabilize HCS = stabilizes microtubules in HeLa cells; HeLa tubulin immunostaining HCS, 24 h; share of cells brighter than vehicle mean+2SD; % tubulin-high responders, % at 10 µM; actives 0.83% (n = 200,000);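 active = plate Z-score above 3 for both tubulin-high and condensed-nucleus cell shares, with cell loss under 80%, at 10 µM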;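 also: anti alpha tubulin signal scored within the nucleus-defined area of each cell; some results filed as inactive read as strong as hits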
M17LAP inhibition = P. falciparum M17LAP inhibitors, primary screen, biochemical, fluorogenic H-Leu-NHMec substrate, 1536-well (AID 1619); recombinant M17LAP, H-Leu-NHMec fluorogenic kinetic assay; higher % means a stronger effect; inhibition, % at 30 µM; hits with a dose series show IC50 in µM; actives 0.38% (n = 220,000);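 active = compound inhibiting the enzyme by more than half at any dose during confirmatory dose-response retesting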;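 also: plate controls were full reaction with DMSO carrier for no effect and no enzyme background for full effect; strong numbers were not always called active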
ER stress rescue = protection against thapsigargin-triggered cell killing – 384-well, CSM14.1, ATP luminescence, primary screen (AID 1222) | CSM14.1 thapsigargin-induced death rescue, ATP luminescence; higher % means a stronger effect | cellular ATP content (survival), % at 20 µM, or EC50 in µM where a hit was titrated | 190,000 tested, under 10 active;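 active = EC50 below 50 µM in the dose-response confirmation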;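 also: death triggered by thapsigargin at about 15 µM added after 2 h compound pretreatment; cell ATP read after overnight thapsigargin exposure of roughly 18 to 22 hours; normalized against plate controls of thapsigargin alone and 5% DMSO vehicle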
bCat nuc transl = alters nuclear translocation of beta-catenin in HeLa cells; immunofluorescence imaging; nuclear translocation activity, % at 5 µM; actives 0.3% (n = 190,000);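 active = nuclear translocation activity above 50% at 5 µM, with a well cell count of 50 or more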;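 also: per-cell ratio of nuclear to cytoplasmic median beta-catenin stain intensity; plate controls were DMSO negative control for no effect and GSK-3 inhibitor IX positive control for full effect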
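System: Human HeLa cells, endogenous beta-catenin | Compound dosing: 5 µM primary, 0.02–20 µM confirmation | Timing: 24 h compound exposure at 37°C, 5% CO2 | Measured by: Fluorescence imaging of beta-catenin antibody stain plus DAPI | Read-out basis: % activation of per-cell nuclear versus cytoplasmic median beta-catenin signal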
Insulin prom up = MIN6 insulin promoter up-regulation; actives 0.3% (n = 190,000); z-score at 5 µM; MIN6 insulin promoter-GFP reporter, high-content imaging; stronger effect = higher value;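 active = z-score above 3 at 5 µM with at least 500 cells counted in the well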
K1F lysis inhibition = protection from phage-mediated lysis, alamar blue read-out – E. coli UTI89, K1F phage, bacterial capsule biogenesis inhibitors (AID 488966); actives 0.02% (n = 340,000); E. coli UTI89 K1F phage lysis, alamar blue, 2 h; higher % means a stronger effect; one-dose inhibition, % at 100 µM; IC50 in µM for titrated hits;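 active = phage lysis inhibition, versus mean bacterial control, above a set limit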;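 also: capsule biogenesis inhibitors block K1F phage lysis so surviving cells raise fluorescence; higher fluorescence means more inhibition of phage lysis; actives were called in the ten point dose series up to 300 µM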
Autophagy mod = alters autophagy in cells. MEF GFP-LC3 puncta imaging; test concentration mostly 10 µM. calls only at 10 µM (by protocol). actives 0.98% (n = 190,000);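 active = percentage of spot-positive cells more than 3 SD above its plate mean, without a fluorescence outlier flag or 80% toxicity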;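 also: spot-positive cell cutoff set from DMSO-treated cells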
M1AAP inhibition = malaria alanyl aminopeptidase activity blockers – biochemical, fluorogenic H-Leu-NHMec substrate, 1536-well (AID 1445) | recombinant M1AAP, H-Leu-NHMec fluorogenic kinetic assay; higher % means a stronger effect | inhibition, % at 30 µM; hits with a dose series show IC50 in µM | actives 0.42% (n = 220,000);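 active = primary inhibition above the hit cutoff, then over 50% inhibition at one or more dose response concentrations, cut at about 23% in these data, passing the limit was not always enough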;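 also: plate controls were DMSO full reaction for no effect and no enzyme background for full effect; strong numbers were not always called active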
Dynein cargo inh = dynein cargo transport inhibition | 3617.4 mouse cells, GR-EGFP nuclear translocation imaging; test concentration mostly 20 µM; stimulated with dexamethasone, 1 µM; stronger effect = lower value | z-score, hits read low | actives 0.47% (n = 220,000);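 active = plate z-score of nuclear minus cytoplasmic receptor signal below a set negative limit, without overly bright fluorescence or cell loss, cut at about -3.5 in these data, passing the limit was not always enough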;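 also: z-score of nuclear minus cytoplasmic ring GR-EGFP intensity difference per well; some compounds called inactive have numbers as strong as hits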
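Buffer or medium: tet-free, stripped-serum medium; reagent: dexamethasone at 1.0 µM final, 30 min; incubation: 48 h induction, 1 h compound, 30 min dex at 37 °C; measured by: formaldehyde fixation, Hoechst nuclear stain, 10x automated fluorescence imaging; read-out: nuclear-to-cytoplasmic GR-EGFP distribution per well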
Dynein cargo inh cytoplasmic EGFP = further read-out of Dynein cargo inh, marked with its call; z-score; measured here: cytoplasmic GR-EGFP intensity; stronger effect = higher value
Dynein cargo inh nuclear GR-EGFP = second read-out of Dynein cargo inh, no call of its own (marks repeat the call); z-score; measured here: nuclear GR-EGFP intensity;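 lower value marks the stronger effect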
Dynein cargo inh cell count = further read-out of Dynein cargo inh, marked with its call; z-score; measured here: cell count per field
Insulin prom up cell count = second read-out of Insulin prom up, no call of its own (marks repeat the call); cell count; measured here: cytotoxicity, nuclei count;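 total cells summed across four imaged fields per well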
bCat nuc transl cell count 5 µM = also measured in bCat nuc transl; calls as there; cell count; measured here: cell count, cytotoxicity flag
MT stabilize HCS Hoechst-high % = recorded beside MT stabilize HCS, whose call it bears; % Hoechst-high responders; measured here: nuclear condensation Hoechst responders;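 share of cells brighter than vehicle mean plus two SD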
MT stabilize HCS cytotoxicity % = recorded beside MT stabilize HCS, whose call it bears; toxicity, %; measured here: cytotoxicity by cell density;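 0% = mean cell density of plate MIN control wells and 100% = no cells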
Autophagy mod cell loss 18 h = second read-out of Autophagy mod, no call of its own (marks repeat the call); toxicity, %; measured here: cell loss, nuclei count;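 cell loss after 18 h compound exposure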
The depositor's hits bear a star; i = inactive; x = not tested or not shown; + = active, no number; [ ] = another dose, or the depositor's remark.

SMILES	MT stabilize HCS	MT stabilize HCS Hoechst-high %	MT stabilize HCS cytotoxicity %	M17LAP inhibition	ER stress rescue	bCat nuc transl	bCat nuc transl cell count 5 µM	Insulin prom up	Insulin prom up cell count	K1F lysis inhibition	Autophagy mod	Autophagy mod cell loss 18 h	M1AAP inhibition	Dynein cargo inh	Dynein cargo inh cytoplasmic EGFP	Dynein cargo inh nuclear GR-EGFP	Dynein cargo inh cell count
O=c1[nH]c(=O)n(-c2ccccc2)c2c1C(C(F)(F)F)(C(F)(F)F)N=C(C1CCCCC1)N2	2.9	1.4	12	-25%	2.4%	-2.0	1028	-1.1	1249	1.1%[50 µM]	i	-11	6%	1.4	-0.19	0.76	-1.9
CCN(CC)c1ccc(/C=C(\C#N)c2nc(-c3cccs3)c(NC(C)=O)s2)cc1	3.1	3.5	6.5	-5%	0.5%	-0.1	1184	17*	1189*	x	+	11*	5%	-0.49	24	4.4	-0.9
COc1ccc(-n2nc3c(c2NC(=O)Cc2cccc(C)c2)CS(=O)C3)cc1 (stereo unspecified)	8.4	4.2	1.8	-1%	-0.3%	x	x	-0.6	969	-1.1%	i	12	1%	1.9	0.003	1.1	-0.76
O=C(Nc1ccccc1)/C(=C\c1ccc2c(c1)OCO2)NC(=O)c1ccco1	5.0	1.4	2.9	-3%	0.2%	-1.8	1194	x	x	4.4%	i	8	2%	2	-0.21	1.2	-0.41
CCOC(=O)C1CCN(S(=O)(=O)c2ccc3c4c(cccc24)C(=O)N3)CC1	4.3	3.0	11	-12%	-0.8%	x	x	0.6	1035	-1.0%	i	6	0%	-0.22	-0.045	0.067	-0.099
COc1ccc(C2NC(c3ccc(OC)cc3OC)C(C)C(=O)C2C)c(OC)c1 (stereo unspecified)	5.1	2.1	8.9	-5%	0.2%	-1.8	1094	-0.62	1440	-0.2%	i	4	1%	0.76	-0.24	0.64	-0.29
c1ccc(CNc2cnccn2)cc1	3.5	2.2	7.2	-31%	-0.3%	3.3	1000	x	x	8.8%	i	14	18%	-0.85	-0.21	-0.65	1
Cc1c(Cl)cccc1NC(=O)CSc1ncnc2c1cnn2CCc1ccccc1	1.6	1.8	6.6	-10%	-1.6%	x	x	0.85	1048	2.0%	i	-11	3%	-0.44	-0.23	-0.039	-0.31
C#CCNC(=O)C1CCN(c2ccc(S(=O)(=O)N3CCOCC3)cc2Cl)CC1	2.9	1.3	9.7	-8%	-0.1%	-1.0	1108	-0.11	1453	0.3%	i	6	7%	-0.56	-0.23	-0.43	0.96
Cc1nc(S(=O)(=O)c2ccc(Br)cc2)nc2c1CCC2	1.9	1.4	6.3	3%	-0.1%	-0.1	1492	-1	1439	1.3%	i	9	-3%	-0.16	-0.27	-0.08	0.33
Cc1ccccc1C(=O)N1CCc2ccccc2C1	3.7	1.3	4.1	1%	-1.2%	0.9	1371	4*	1177*	0.1%	i	1	3%	-1.3	-0.29	-1.4	0.86
Cc1ccc(SCc2cc(=O)[nH]c(N3CCN(Cc4ccccc4)CC3)n2)cc1	2.9	1.6	8.8	6%	-0.7%	-2.1	1211	-0.09	1191	0.4%	i	9	7%	0.71	-0.083	-0.49	0.49
CCN(CC)c1nc2n(c(=O)n1)CCO2	3.2	2.3	4.7	-3%	-1.3%	0.1	1168	0.81	1059	-2.0%	i	5	-1%	-0.43	-0.25	-0.11	-0.033
CN(C)S(=O)(=O)c1cccc(NC(=O)COC(=O)CCC(=O)c2cccs2)c1	2.4	2.6	5.3	-6%	-2.9%	-2.5	1102	-0.01	1281	0.3%	i	-2	3%	0.36	-0.29	0.45	-0.43
Cc1cccc2sc(NC(=O)CSc3nc4ccccc4o3)nc12	1.9	1.5	11	-7%	-2.8%	2.1	1102	0.29	858	0.2%	i	-8	2%	-0.99	-0.2	-0.59	0.82
O=C(CSc1ncn[nH]1)Nc1nc(-c2ccccc2)cs1	3.7	3.2	8.0	22%	-2.9%	-1.9	1164	0.21	747	1.8%	i	3	4%	0.17	-0.26	0.067	0.59
Cc1ccc(CN2CCN(CCCn3cccn3)CC2CCO)cc1 (stereo unspecified)	2.4	1.6	0.7	-3%	-0.4%	0.3	941	0.27	1397	0.3%	i	8	0%	1.1	-0.24	0.33	-0.2
CCc1[nH]c(C)c(C(C)=O)c1C	2.2	1.6	1.3	11%	-1.7%	2.2	1180	-0.04	900	0.5%	i	-10	2%	2.2	-0.13	1.4	-1.7
CC(C)OC(=O)Cn1nnc2c(cnn2-c2ccccc2)c1=O	4.3	2.3	7.4	8%	-0.7%	-1.1	1205	0.23	1246	0.8%	i	4	1%	1.5	-0.11	1.1	-1.5
CCOC(=O)c1cnn(CCOC(=O)C(C)(C)C)c1NC(=O)C(C)(C)C	5.4	3.3	3.6	20%	1.0%	-0.8	1322	0.99	1516	3.6%	i	-9	12%	-1.2	-0.31	-0.44	0.69
CN1CCN(C(=O)/C=C\c2ccc(Cl)cc2)CC1	3.0	1.7	8.4	-8%	0.9%	x	x	0.12	1258	0.4%[50 µM]	i	1	-1%	-0.62	-0.26	-0.7	1
COC1CCCN(C(=O)c2ccc(OC3CCN(CCc4ccccc4)CC3)cc2)C1 (stereo unspecified)	3.1	2.5	6.6	-7%	0.9%	-1.4	1013	0.97	1472	2.2%	i	18	10%	2.7	-0.13	1.9	-2
CCCC/C(C)=N/NC(=O)c1cn(-c2ccccc2)nc1-c1ccccc1	4.4	3.5	7.3	7%	-6.2%	-0.4	1053	1.1	1503	0.0%	i	4	8%	-0.58	-0.24	-0.32	-0.52
CC(NS(=O)(=O)c1ccc(Br)cc1)C(=O)NCCc1ccccc1 (stereo unspecified)	6.1	0.9	7.8	-9%	-1.6%	1.5	1069	0.47	1522	-0.1%	i	-4	6%	-0.47	-0.26	-0.19	0.2
CCN1C(=O)c2ccccc2S(=O)(=O)c2ccc(C(=O)NCc3cccnc3)cc21	3.5	1.8	6.8	6%	x	-2.1	1111	0.05	1922	-0.4%	x	x	1%	-0.84	-0.22	-0.27	-0.13
Clc1ccc(CSc2nnc(Cn3cnc4ccccc43)o2)cc1	2.5	1.1	5.2	-3%	-2.1%	-0.6	921	-2.2	1227	-0.6%	i	6	7%	-0.26	-0.24	-0.5	0.97
CN(C)S(=O)(=O)c1ccc(NC(=O)c2cc3ccccc3o2)cc1	8.8	3.5	12	-13%	1.0%	-6.5	1061	-0.32	1051	3.7%	i	4	-12%	-0.21	-0.054	0.52	0.047
Cc1c(C(=O)Nc2ccccc2C(=O)N2CCOCC2)cccc1[N+](=O)[O-]	2.6	3.5	8.5	1%	0.0%	-1.2	1068	0.25	1448	-0.3%	i	1	4%	-0.95	-0.3	-0.7	1.2
CCOC(=O)c1ccc(N2C(=O)CC(N(C)Cc3ccccc3)C2=O)cc1 (stereo unspecified)	2.6	1.8	9.0	-4%	-1.2%	x	x	x	x	1.8%	i	-7	1%	-1.4	0.073	-0.48	0.77
OC12CCCCC1C(c1ccc3c(c1)OCO3)N(Cc1ccc(F)cc1)CC2 (stereo unspecified)	2.5	1.8	5.8	2%	-1.6%	1.2	1143	-0.78	1124	1.0%	i	-21	0%	-0.26	-0.17	-0.09	0.24
Cc1ccc(/C=C2\C(=O)Nc3ccccc32)o1	7.6	2.8	7.7	5%	-0.8%	5.0	752	0.43	1619	0.5%	i	12	13%	0.29	0.086	0.11	-0.58
O=C(c1ccco1)N1CCn2cccc2C1c1ccccc1 (stereo unspecified)	1.9	2.5	4.5	-6%	-1.3%	-2.5	1086	0.04	1299	-0.2%	i	-9	19%	0.96	-0.13	0.43	-0.43
O=C1NC(=O)/C(=C/c2ccc(O)cc2)S1	1.4	2.4	7.9	44%	-0.1%	-0.3	1027	0.78	1323	i	i	-7	47%	-0.77	-0.19	-0.69	0.62
O=C(Nc1ccc(Cl)cc1)N[C@@H]1c2c(ccc3ccccc23)OC[C@@H]1CO	1.6	2.4	9.1	1%	0.6%	x	x	x	x	0.1%	i	-1	-3%	x	x	x	x
CCNC(=S)Nc1ccc(Cc2ccncc2)cc1	8.6	0.4	5.4	-2%	-0.8%	1.2	907	-0.39	1459	0.5%	i	3	-4%	-0.74	0.61	-0.34	0.72

Structural class: the compounds so far containing a thiophene ring, fused or not
SMILES	MT stabilize HCS	MT stabilize HCS Hoechst-high %	MT stabilize HCS cytotoxicity %	M17LAP inhibition	ER stress rescue	bCat nuc transl	bCat nuc transl cell count 5 µM	Insulin prom up	Insulin prom up cell count	K1F lysis inhibition	Autophagy mod	Autophagy mod cell loss 18 h	M1AAP inhibition	Dynein cargo inh	Dynein cargo inh cytoplasmic EGFP	Dynein cargo inh nuclear GR-EGFP	Dynein cargo inh cell count
CCN(CC)c1ccc(/C=C(\C#N)c2nc(-c3cccs3)c(NC(C)=O)s2)cc1	3.1	3.5	6.5	-5%	0.5%	-0.1	1184	17*	1189*	x	+	11*	5%	-0.49	24	4.4	-0.9
CN(C)S(=O)(=O)c1cccc(NC(=O)COC(=O)CCC(=O)c2cccs2)c1	2.4	2.6	5.3	-6%	-2.9%	-2.5	1102	-0.01	1281	0.3%	i	-2	3%	0.36	-0.29	0.45	-0.43

Source: PubChem BioAssay (several laboratories)
